All columns: NCI-60 one-dose screen, growth in % after 48 h at 10 µM unless noted; 100 = growth as untreated, 0 = no growth, -100 = all killed.
SNB-19: SNB-19 CNS cancer cells; AID 1794751; 81,000 tested, 2.5% active
SNB-75: SNB-75 CNS cancer; 79,000 tested, 5% active; AID 1794750
SF-539: SF-539 CNS cancer; 81,000 tested, 6.8% active; AID 1794752
PC-3: PC-3 prostate cancer cells | AID 1794754 | 80,000 tested, 3.9% active
DU-145: DU-145 prostate cancer. 81,000 tested, 4.2% active
HCC-2998: HCC-2998 colon cancer | 79,000 tested, 4.7% active | AID 1794799
KM12: KM12 colon cancer cells | 82,000 tested, 5% active | AID 1794800
HT29: HT29 colon cancer. 81,000 tested, 7.4% active. AID 1794748
SW-620: SW-620 colon cancer; 82,000 tested, 5.2% active; AID 1794795
* hit, by the source's call; . = no result given. How the source made its calls: active means growth percent below 10; inactive means the rest.

[1] O=c1c2ccccc2nc(N/N=C/c2ccc(O)cc2)n1-c1ccccc1
[2] O=C(Nc1cccc(C(F)(F)F)c1)Nc1ccc(OCc2nnc(-c3ccc(Cl)cc3)o2)c(F)c1
[3] O=C1c2ccccc2C(=O)c2c1ccc(C(=O)Cl)c2[N+](=O)[O-]
[4] CN1C(=O)N(C)C2NC(=[N+]3CCOCC3)NC21 (centres undefined)
[5] NCc1c(O)ccc2ccccc12
[6] CCCN(CCC)OS(=O)c1ccc(C(=O)SCC)cc1 (centres undefined)
[7] CCN=C1C=C/C(=C(/c2ccc(NCC)c(C)c2)c2cc(O)c(S(=O)(=O)O)cc2S(=O)(=O)O)C=C1C
[8] O=C(Cc1ccc(/C=C/C(=O)c2ncc[nH]2)cc1)Nc1ccc(Br)cc1

assay / entry	1	2	3	4	5	6	7	8
HT29	104.8	60.2	111.3	95.4	102.9	99.7	107.1	-21.0*
SNB-75	95.5	39.4	93.2	85.5	73.5	96.2	74.2	40.5
HCC-2998	102.3	72.1	116.6	93.6	102.0	90.8	97.0	78.6
SW-620	104.7	71.8	105.9	91.3	106.8	99.7	99.4	2.4*
KM12	102.6	49.7	106.4	94.1	96.0	100.2	107.8	-43.3*
PC-3	112.3	45.9	95.0	91.5	84.9	82.5	104.5	17.0
SF-539	90.3	82.2	102.7	95.9	92.8	106.4	99.0	-51.1*
SNB-19	98.1	69.9	106.0	96.0	.	97.8	100.8	8.5*
DU-145	109.0	88.1	112.5	99.8	109.2	111.2	106.1	19.9

[9] C=CCc1c2c(c(OC)c3ccoc13)C(=O)/C(=C/c1ccccc1OC)O2
[10] COc1ccc(C2CC(c3ccc(N)cc3)=NN2c2ccccc2)cc1 (centres undefined)
[11] C=CC1=C(C)C2=NC1=CC1=NC(=CC3=C(C)C4=C(O)CC(=C5NC(=C2)C(C)C5CCC(=O)O)C4=N3)C(CC)=C1C (centres undefined)
[12] CC1SC(c2ccc(F)cc2)N(NC(=O)CCC(=O)c2nc3ncccc3[nH]2)C1=O (centres undefined)
[13] Nc1c(O)cccc1C(=O)O
[14] O=C(/C=C/Nc1ccc(Cl)cc1)c1ccc2c(c1)Nc1ccccc1S2
[15] NC(=O)CCC(C(=O)O)N1C(=O)C2C3CCC(C3)C2C1=O (centres undefined)
[16] COc1cc(/C=N\NC(=O)/C=C/C=C/c2ccc3c(c2)OCO3)ccc1O

assay / entry	9	10	11	12	13	14	15	16
HT29	44.6	93.3	.	102.0	99.0	28.7	93.6	105.8
SNB-75	35.8	96.5	77.5	83.6	80.7	-24.4*	100.2	92.8
HCC-2998	.	107.0	112.7	102.9	105.6	44.2	109.1	115.1
SW-620	47.2	103.9	97.7	94.2	102.7	54.8	108.6	103.6
KM12	46.8	98.0	102.1	97.8	109.1	69.3	98.8	94.0
PC-3	55.2	97.9	71.9	92.3	93.0	29.8	102.5	91.3
SF-539	94.7	104.8	92.2	88.1	91.4	8.0*	101.5	84.3
SNB-19	73.0	94.6	98.8	94.6	92.8	9.5*	97.9	100.9
DU-145	35.0	107.5	95.5	106.2	108.1	33.5	113.0	105.3

[17] C=CCSc1nnc(COc2ccc3c(C)c(Cc4ccccc4)c(=O)oc3c2C)o1
[18] CCNC(N(C)C)=[N+](C)C
[19] CCOC(=O)c1cc(-c2nc3ccccc3s2)c(=O)n(NS(=O)(=O)c2ccccc2)c1N
[20] c1cncc(-c2csc(-c3c[nH]c4ncccc34)n2)c1
[21] Cc1cc(Cl)ccc1OC(C)C(=O)Nc1nnc(C2CC2)s1 (centres undefined)
[22] CC(C)(C)c1[nH]nc2c1C(c1cc3ccccc3[nH]c1=O)Nc1cc(C(=O)Nc3ccc(Cl)cc3)ccc1N2 (centres undefined)
[23] OCc1cccs1
[24] CCCSc1nc(NC2CC2)c(C#N)c(-c2ccc(Cl)cc2)n1

assay / entry	17	18	19	20	21	22	23	24
HT29	98.3	130.8	113.5	90.9	66.4	91.3	108.7	84.3
SNB-75	89.1	115.1	68.3	65.8	103.8	.	94.6	56.9
HCC-2998	104.3	95.1	111.4	102.8	.	86.3	98.7	107.9
SW-620	99.2	114.4	94.6	88.9	102.8	66.3	.	92.0
KM12	100.8	109.4	97.6	64.5	107.4	50.2	99.5	91.8
PC-3	93.2	74.5	94.5	.	99.2	61.4	96.0	64.8
SF-539	101.0	102.7	100.9	80.0	101.0	85.8	122.8	87.0
SNB-19	93.4	101.3	103.1	85.8	95.6	90.5	99.1	99.3
DU-145	106.0	110.8	108.5	80.2	101.9	83.8	103.8	98.9

[25] COc1nc(=O)n(C2C=CC(=O)O2)cc1F (centres undefined)
[26] CC(=O)CC(c1cccs1)c1c(-c2ccccc2)n(C)c2ccccc12 (centres undefined)
[27] Oc1ccc(/C=C/c2nc(Nc3ccc(Cl)cc3)c3ccccc3n2)cc1
[28] O=C1/C(=C/c2cccc([N+](=O)[O-])c2)Oc2ccc(O)c(O)c21
[29] N=c1sc(Cc2ccc(F)cc2)cn1CC(=O)c1ccc(Br)cc1
[30] COc1ccc(Cn2cc(C#N)c(N)c2C(=O)c2ccc(Br)cc2)cc1
[31] CC(C)=NNc1ncnc2c1ncn2C1OC(CO)C(O)C1O (centres undefined)
[32] COc1cc2oc(C(=O)N[C@@H](Cc3ccccc3)C(O)C(N)=O)c(C)c(=O)c2cc1OC (some centres undefined)

assay / entry	25	26	27	28	29	30	31	32
HT29	55.8	87.2	110.1	105.4	90.1	87.1	18.1	117.7
SNB-75	90.2	74.5	97.7	106.5	102.9	114.0	32.1	.
HCC-2998	132.6	103.8	107.5	103.6	96.6	86.0	-10.2*	109.1
SW-620	46.3	96.3	109.8	99.4	83.2	76.6	9.3*	112.3
KM12	103.4	98.0	107.0	105.8	80.0	85.9	2.4*	107.0
PC-3	109.5	86.7	102.5	89.3	90.3	90.1	17.7	116.8
SF-539	99.1	100.4	99.5	99.4	97.5	78.1	35.3	100.9
SNB-19	97.8	95.2	101.0	84.4	96.4	83.1	42.5	98.2
DU-145	81.1	101.5	122.6	100.8	86.4	102.6	12.8	110.0

[33] CC(=O)O[C@H]1C[C@@]2(C)[C@@H](C[C@@H](O)[C@H]3[C@@]4(C)CC[C@H](NCCCNCCCCNCCCN)[C@@H](C)[C@@H]4CC[C@@]32C)/C1=C(\CCC=C(C)C)C(=O)O
[34] C#C[C@]1(O)CC[C@H]2[C@@H]3CC[C@H]4CC(F)(F)CC[C@]4(C)[C@H]3CC[C@@]21C
[35] COc1ccc(C/C(C)=C(\c2ccc(Cl)cc2)c2ccc(OCCN3CCCCC3)cc2)cc1
[36] CCCN1C(=O)/C(=C2\SC(N3CCOCC3)=NC2=O)c2ccccc21
[37] CC1(c2ccc(Cl)cc2)Nc2ccccc2-c2ccnn21 (centres undefined)
[38] COc1ccc(OC)c(C2OC(c3ccc4ccccc4c3O)=NN2C(C)=O)c1 (centres undefined)
[39] CCCC(=O)OCCc1ccccc1
[40] c1ccc(-c2ccc3cnc4sc(-c5ccccc5)nc4c3n2)cc1

assay / entry	33	34	35	36	37	38	39	40
HT29	49.0	64.1	81.2	103.4	93.3	61.1	95.6	107.4
SNB-75	101.8	70.5	89.3	97.2	78.2	.	107.3	84.2
HCC-2998	70.6	111.9	98.5	104.4	96.9	.	100.5	107.1
SW-620	74.8	87.9	88.4	106.6	99.5	54.5	108.5	103.9
KM12	39.0	87.2	104.0	104.7	101.4	60.1	102.4	102.2
PC-3	91.5	70.7	94.6	.	85.9	59.3	103.7	97.5
SF-539	88.3	54.6	93.6	97.0	93.9	65.5	101.8	101.1
SNB-19	79.8	80.3	93.5	100.9	103.2	81.1	107.9	104.3
DU-145	91.0	61.2	109.5	110.4	99.3	77.8	102.9	101.0

[41] Nc1ccc(NCc2nc3sc4c(c3c(=O)[nH]2)CCCC4)cc1
[42] CC[C@@H]1NC(=O)[C@@H]2CCCCN2C(=O)[C@@H]2CCCN2C(=O)[C@@H](NC(=O)[C@H](Cc2cc(F)cc(F)c2)NC(=O)Nc2ccc(C3CC3)cc2F)[C@H](C)OC(=O)[C@@H]2C[C@@H](C)CN2C1=O
[43] CCOC(=O)c1c2c(n(C)c1CSc1ccccc1)C=CC(=O)C2=O
[44] CN(C)c1ccc(/C=N\Nc2ccc([N+](=O)[O-])cn2)cc1
[45] Cc1nn(-c2ccccc2)c2nc3[nH]c(=O)[nH]c(=O)c3nc12
[46] Cc1ccc(-c2nc3ccc(Cl)cn3c2NC(C)(C)CC(C)(C)C)o1
[47] O=C(Nc1ccc(Cl)cc1F)c1cc(Br)ccc1O
[48] O=C(CC(=O)c1ccc([N+](=O)[O-])cc1)c1ccccc1

assay / entry	41	42	43	44	45	46	47	48
HT29	104.9	5.0*	108.4	100.2	98.0	43.2	42.4	62.7
SNB-75	95.3	10.4	103.0	107.7	88.3	89.1	-13.6*	.
HCC-2998	111.2	-14.1*	107.0	96.3	110.3	67.3	16.7	65.9
SW-620	105.0	27.0	61.3	98.1	109.9	38.9	11.4	46.3
KM12	97.2	17.0	94.9	98.7	105.4	49.5	0.1*	64.3
PC-3	85.2	12.5	92.5	100.4	104.0	34.6	-0.3*	64.1
SF-539	102.1	24.1	90.5	98.0	.	73.4	7.3*	87.3
SNB-19	103.3	15.7	94.6	98.7	104.4	73.2	20.4	52.9
DU-145	106.1	20.0	96.1	102.3	105.5	74.0	17.2	62.8

[49] Cn1cccc1C(=O)C1C(c2ccc(Cl)cc2)C2CCCN2C12C(=O)Nc1ccccc12 (centres undefined)
[50] O=CNc1cccc(Cl)c1
[51] CCCNCCS
[52] COc1ccc2[nH]c(=O)c(CSc3nccc(-c4ccc(Cl)cc4)n3)cc2c1
[53] OCC1OC(Oc2c(Br)cc(Br)cc2Br)C(O)C(O)C1O (centres undefined)
[54] CC(N)(CCC(=O)O)C(=O)O (centres undefined)
[55] CN(C)S(=O)(=O)Oc1ccc(NC(=O)C23CC4CC(CC(C4)C2)C3)cc1
[56] Clc1cc(Cl)ncn1

assay / entry	49	50	51	52	53	54	55	56
HT29	94.5	100.9	108.0	33.9	102.9	104.4	36.2	97.0
SNB-75	70.1	82.5	95.2	-11.5*	89.8	97.9	117.6	94.7
HCC-2998	104.4	106.3	109.7	48.3	101.9	99.4	77.6	101.6
SW-620	96.1	107.5	100.1	45.4	113.6	100.2	105.1	104.2
KM12	96.7	118.8	107.3	31.7	110.7	107.8	77.3	99.1
PC-3	80.8	93.3	97.8	29.3	120.6	94.9	89.8	100.3
SF-539	97.4	100.5	97.9	-70.3*	111.8	103.1	98.2	101.8
SNB-19	90.0	105.8	.	40.5	110.5	108.4	109.5	99.5
DU-145	94.5	108.4	101.9	44.8	125.2	108.3	102.8	109.5

One compound at a time, from the list above. Screens in order: HT29	SNB-75	HCC-2998	SW-620	KM12	PC-3	SF-539	SNB-19	DU-145
`c1cncc(-c2csc(-c3c[nH]c4ncccc34)n2)c1` is entered as 90.9	65.8	102.8	88.9	64.5	.	80.0	85.8	80.2
`C=CC1=C(C)C2=NC1=CC1=NC(=CC3=C(C)C4=C(O)CC(=C5NC(=C2)C(C)C5CCC(=O)O)C4=N3)C(CC)=C1C` (centres undefined) is entered as .	77.5	112.7	97.7	102.1	71.9	92.2	98.8	95.5
`O=c1c2ccccc2nc(N/N=C/c2ccc(O)cc2)n1-c1ccccc1` is entered as 104.8	95.5	102.3	104.7	102.6	112.3	90.3	98.1	109.0
`CCCSc1nc(NC2CC2)c(C#N)c(-c2ccc(Cl)cc2)n1` is entered as 84.3	56.9	107.9	92.0	91.8	64.8	87.0	99.3	98.9

(list continues)
[57] Oc1cc(Br)ccc1C=Nc1ccc(N2CCCCC2)cc1
[58] O=C1N=C(c2c(-c3[nH]c(=O)c4ccc(Cl)cc4c3O)c(O)c3ccccc3c2O)C(=O)c2cc(Cl)ccc21
[59] C/C(=N\O)[C@H]1C[C@]23CC[C@]4(C)[C@H](CC[C@@H]5[C@@]6(C)CC/C(=N/O)C(C)(C)[C@@H]6CC[C@]54C)[C@H]2[C@H](C)C1(C)OC3
[60] COc1ccc(Cl)cc1Nc1nc(C(F)(F)F)ccc1C(=O)N/N=C/c1ccc(Cl)cc1
[61] CCC(C)SC(=N)N (centres undefined)
[62] Cc1sc2ncn3nc(CC#N)nc3c2c1C
[63] CC1Cc2c(ncn3c(-c4cccnc4)nnc23)N(C)c2ccccc21 (centres undefined)
[64] O=C(CCCCC(=O)N(CCO)CCO)N(CCO)CCO
[65] Cc1ccc(Cn2c(N3CCC(C(=O)NCc4cccs4)CC3)nc3ccccc32)cc1
[66] CC(=O)Nc1nc(=O)n(CC(=O)c2cccs2)cc1F
[67] CCOC(=O)N1C/C(=C/c2ccc(F)cc2)C(=O)/C(=C/c2ccc(F)cc2)C1

assay / entry	57	58	59	60	61	62	63	64	65	66	67
HT29	111.7	108.8	113.1	25.2	91.6	99.3	80.2	103.0	48.6	103.7	-58.8*
SNB-75	93.9	91.7	72.0	33.8	95.0	74.0	86.4	103.4	77.5	83.5	56.8
HCC-2998	112.0	92.5	115.3	59.4	112.8	103.8	96.2	94.3	90.1	124.4	-80.9*
SW-620	105.6	105.5	99.9	30.9	106.7	101.8	94.1	102.8	93.6	100.8	-66.0*
KM12	109.6	100.5	102.0	.	103.3	103.2	95.1	105.2	54.8	108.4	.
PC-3	.	108.8	94.8	34.6	89.4	87.2	73.9	97.6	39.8	105.1	-25.3*
SF-539	94.3	104.2	102.5	34.0	102.2	96.4	107.0	93.9	88.0	103.0	3.9*
SNB-19	93.9	104.1	97.7	60.2	111.6	100.1	85.9	105.4	111.6	100.9	39.6
DU-145	104.8	108.3	94.4	.	105.4	104.9	99.2	103.7	72.8	110.8	-6.4*

Screening data from PubChem BioAssay.
